UDG counterscr = blocks uracil-DNA glycosylase in AID counter-screen; FRET deamination/UDG coupled assay, UDG read, 4 h; Potency, µM (doses to about 115 µM), without a hit: top-dose activity change, negative = inhibition, usual class: inhibitors; 91,000 tested, 0.14% active; AID 1347430; note: nearly all actives have a fitted effect of over 65% in size
AID inh = blocks human AID cytidine deaminase activity; 91,000 tested, 0.32% active; AID deamination FRET fluorescence, UDG-coupled, 4 h; AID 1347428; Potency, µM (highest dose often 115 µM), for inactives: at the highest dose activity change, negative = inhibition, hits mostly inhibitors; Q9GZX7; note: nearly all actives have a fitted effect of over 25% in size
Target sequence (Q9GZX7 whole entry, looked up): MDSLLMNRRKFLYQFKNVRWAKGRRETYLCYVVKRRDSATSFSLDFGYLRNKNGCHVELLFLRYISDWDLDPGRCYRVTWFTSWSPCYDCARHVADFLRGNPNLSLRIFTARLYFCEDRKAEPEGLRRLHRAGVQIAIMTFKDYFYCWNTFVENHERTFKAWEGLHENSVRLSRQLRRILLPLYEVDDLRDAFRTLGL
Numbers without * were called inactive; ? = inconclusive; [ ] = remark or other dose. Calls come from the whole dose curve; as a rule, active = well fitted curve in the direction sought with a large enough effect; inconclusive = small, poorly fitted or top-dose-only effect, or another doubt; inactive = no such curve, though single readings can be large; an effect the other way counts as inactive or inconclusive. % is set by controls: 0 for no effect and ±100 for the full control effect; potency is the fitted concentration of half-maximal effect. The list is partial. The share of hits here may be higher or lower than overall.

structure | UDG counterscr | AID inh
O=C1[C@@H]2CSC(c3ccc(Cl)cc3)N2C(=O)N1c1ccccc1 (stereo partly drawn) | 0% | -3%
N#CCCc1nc2ccccc2s1 | -4% | 27%
CCOc1ccc(Oc2nc(NCC(C)C)nc(NC(C)(C)C)n2)nn1 | -5% | -11%
O=Cc1ccc(OCc2ccccc2)c(Cl)c1 | -3% | -12%
COc1ccc(CCN2C(=O)CN(C3CCC(C)CC3)C(=O)C2c2ccc(OC(C)C)c(OC)c2)cc1OC (stereo not drawn) | 38%[activator] | ?
COCCn1cnnc1SC(C)C(=O)c1cccc(Cl)c1 (stereo not drawn) | 6% | 8%
Cc1cc(C)c2nc(N3CCCC(C(=O)NCc4cccc(Br)c4)C3)sc2c1 (stereo not drawn) | 7% | -5%
O=C(O)CSC(SCC(=O)O)c1ccc(Cl)cc1 | -6% | 4%
Cc1cc(C(F)(F)F)nn1Cc1nc2c3c4c(sc3ncn2n1)CCC4 | -9% | -5%
CC(C)Sc1ncc(Cl)c(C(=O)Nc2nnc(C(C)C)s2)n1 | 15% | 17%
Cc1ccc(Sc2ccc(Cl)nn2)cc1 | 3% | -1%
COc1cc(NC(=O)c2nc3nc(C)cc(C(F)F)n3n2)cc(OC)c1OC | -3% | 1%
CCOC(=O)CCn1cnc2onc(-c3ccccc3Cl)c2c1=O | 3% | 10%
COc1ccc2cc3cc(C(=O)NCc4ccccc4OC)oc3nc2c1 | 1% | -19%
CCCc1ccc(NC(=O)c2ccc3c(c2)NC(=O)CS3)cc1 | -6% | 2%
CC(C)NCC(=O)NC(=O)NC(C)C | 0% | 1%
CCN1C(=O)c2ccccc2Sc2ccc(NC(=O)Nc3cc(C)cc(C)c3)cc21 | -19%[57.5 µM] | ?
COc1ccc(C2CC(=O)c3cc(-c4nc(-c5ccc(Cl)cc5)c(C)s4)c(=O)[nH]c3C2)cc1 (stereo not drawn) | -15% | -2%
CCN(CC)c1ccc(NC(=O)CCc2nc3cccnc3n2Cc2cccs2)c(C)c1 | 6% | 35%[activator]
Cc1ccc(CNC(=O)C2CCN(S(=O)(=O)c3ccc4[nH]c(=O)ccc4c3)CC2)cc1 | -6% | 19%
COCc1cc(C)nc2sc(C(=O)Nc3ccc(OC(F)(F)F)cc3)c(N)c12 | -23%[57.5 µM] | 4%[57.5 µM]
Cc1ccc(C(=O)C(C)OC(=O)C23CC4CC(CC(O)(C4)C2)C3)cc1 (stereo not drawn) | 3% | 14%
CNC(=O)C(C)S(=O)(=O)Cc1cc(Cl)c2c(c1)OCO2 (stereo not drawn) | -10% | -1%
Cc1cc2oc(C(=O)NCC(c3cccs3)N3CCCC3)cc(=O)c2cc1Cl (stereo not drawn) | -1% | -6%
O=C(Nc1ccc(C(F)(F)F)cc1)C1CCC(CNS(=O)(=O)c2cccc3nsnc23)CC1 (stereo not drawn) | -8%[57.5 µM] | -3%[57.5 µM]
CCOc1ccccc1C1C(C(=O)Nc2ccccc2)=C(C)Nc2nc(-c3ccccc3)nn21 (stereo not drawn) | 4% | 9%
COc1ccccc1N1CCN(S(=O)(=O)c2ccc(-c3ccno3)cc2OC)CC1 | 8% | -4%
COc1ccc(NC(=O)C2CCC(CNS(=O)(=O)c3ccc(Br)s3)CC2)cc1OC (stereo not drawn) | -16%[57.5 µM] | 22%
COc1ccc(Nc2nc(N)c(C(=O)c3ccc(F)cc3)s2)cc1 | 0% | -3%
Cc1nnc(NC(=O)c2ccccc2)s1 | 3% | 17%

Continued (six carried over from the part before).
structure | UDG counterscr | AID inh
O=C(Nc1ccc(C(F)(F)F)cc1)C1CCC(CNS(=O)(=O)c2cccc3nsnc23)CC1 (stereo not drawn) | -8%[57.5 µM] | -3%[57.5 µM]
CCOc1ccccc1C1C(C(=O)Nc2ccccc2)=C(C)Nc2nc(-c3ccccc3)nn21 (stereo not drawn) | 4% | 9%
COc1ccccc1N1CCN(S(=O)(=O)c2ccc(-c3ccno3)cc2OC)CC1 | 8% | -4%
COc1ccc(NC(=O)C2CCC(CNS(=O)(=O)c3ccc(Br)s3)CC2)cc1OC (stereo not drawn) | -16%[57.5 µM] | 22%
COc1ccc(Nc2nc(N)c(C(=O)c3ccc(F)cc3)s2)cc1 | 0% | -3%
Cc1nnc(NC(=O)c2ccccc2)s1 | 3% | 17%
Cn1c(=O)[nH]c2cc(-c3noc(-c4cccc(Cl)c4)n3)ccc21 | -2% | 24%
COCCCNC(=O)c1cnc2sc(N3CCCCC3)nn2c1=O | 13% | 15%
Cc1ccc(-n2nnnc2CNC(=O)c2ccccc2S(C)(=O)=O)cc1C | -1% | 3%
CSc1ccc(CNC(=O)c2ccc3c(c2)N(C)C(=O)C2CCCCN32)cc1 (stereo not drawn) | -21% | 10%
COc1ccc(C(=O)O)cc1S(=O)(=O)Nc1cc(Cl)ccc1OCC(F)(F)F | -9% | -3%
Cc1ccc(C)c(Cn2nnc(C(=O)NCc3ccc(Cl)cc3Cl)c2N)c1 | 2%[57.5 µM] | -1%[57.5 µM]
O=S(=O)(NCc1ccnc(OCc2ccccc2)c1)N1CCCCC1 | -1% | -6%
Cc1ccc(S(=O)(=O)c2nnn3c2nc(NC2CCCCC2)c2sccc23)cc1 | 0% | -2%
CCOc1ccc(CNC(=O)CN2C(=O)CSc3ccc(S(=O)(=O)N4CCOCC4)cc32)cc1OC | 2% | 4%
CC(=O)c1cc(C)cc(C(C)=O)c1O | 6% | -2%
COc1ccc(-c2cc(-c3ccccc3)nc(NC(=O)CN3CCCCCC3)n2)cc1 | -15% | ?
O=C1/C(=C/c2ccc3ccccc3c2)Cc2ccccc21 | 1% | 19%
COc1cc(SC)ccc1C(=O)OC(C)C(=O)c1ccc(C)cc1 (stereo not drawn) | 2% | 0%
CCN(CC)CCn1c2c(c(SCC(=O)Nc3cccc(C(F)(F)F)c3)nc1=O)CCC2 | -15% | 0%
COc1cccc(C(=O)COc2ccc(F)cc2Cl)c1 | -11% | -16%
COc1ccccc1NC(=O)c1c(NCc2ccc(C)o2)sc2c1CCC(C)C2 (stereo not drawn) | -2% | 5%
Cc1c(CC(=O)O)c(=O)oc2c(C)c(OCc3ccc(F)cc3)ccc12 | 1% | -22%
COc1ccccc1NC(=O)CSc1nncn2c1cc1sccc12 | 11% | 0%
COc1ccc(-c2cc(C(F)(F)F)c(C#N)c(SCC(=O)Nc3cccc(C)c3)n2)cc1 | -9% | 8%
Cc1cc2nc(/C=C/c3ccc(C(F)(F)F)cc3)sc2cc1C | 0% | 1%
C=CCNC(=O)Nc1cc(C(=O)NC)ccc1Cl | 9% | 7%
Cc1cccc(OCc2nc(C#N)c(NCCc3ccccc3)o2)c1 | 0% | -4%
COc1ccc(CNC(=O)c2cc(-c3ccc(OC)cc3)nc3n[nH]c(-c4cccc([N+](=O)[O-])c4)c23)cc1 | -25% | 7%
COc1ccc(C2=NS(=O)(=O)N(C)C(C(=O)N(C)Cc3ccccc3)=C2)cc1OC | 9% | 1%
COc1ccc(OCC(=O)Nc2ccc(O)c(-c3nc4ccccc4s3)c2)cc1 | -17%[57.5 µM] | ?
O=C(NC1CC1)C1(c2ccc(Br)cc2)CCCC1 | 0% | -7%
CC1(C)CN(Cc2cc(C#N)ccc2F)CCO1 | 7% | 3%
COc1ccc(/C=C/c2ccc3ccccc3n2)cc1OC | -2% | -5%
COC(=O)Cn1c(SCCOc2ccccc2OC)nc2ccccc21 | 35%[activator] | -10%
COc1ccccc1C(=O)NCCc1csc(-c2ccc(C(F)(F)F)cc2)n1 | -6%[57.5 µM] | ?
Cc1cc(=O)n(Cc2ccccc2Cl)c2c1c(C)nn2-c1ccccc1 | 24% | -8%
CCOC(=O)c1c(C)oc2nc(C)nc(NCC3CCN(Cc4cccc(Cl)c4)CC3)c12 | ? | -1%
CCOc1ccccc1NC(=O)N1CCN(Cc2cc(=O)n3nc(-c4ccc(C)cc4)sc3n2)CC1 | 19% | -18%
Brc1ccc(-c2ccc(CNCCSc3nnnn3-c3ccccc3)o2)cc1 | -3% | -4%
COc1ccc(-c2cc(C)nc3c(-c4ccc(OC)c(OC)c4)c(C)nn23)cc1 | -23% | ?
CCOc1ccccc1CNC(=O)c1cccc(NC(=O)c2nsc3ccccc23)c1 | 9% | -7%
Fc1ccc(-n2ncc3c(N4CCC(Cc5ccccc5)CC4)ncnc32)cc1 | -1% | -7%
O=C1CC(=O)Nc2cc(S(=O)(=O)Nc3cccc(Br)c3)ccc2N1 | 4% | 9%
Cc1ccccc1NCc1nc2ccccc2n1CCOc1ccccc1 | -2% | ?
CCOC(=O)C1=C(CN2CCN(C(=O)OC(C)(C)C)CC2)NC(=O)NC1c1cccc(OC)c1 (stereo not drawn) | 11% | -6%
COc1cccc(CN(C)C(=O)CSc2nc(-c3cccs3)nc3ccccc23)c1 | -12% | -18%
CC(C)c1ccc(-c2nnn(C(C)C(=O)Nc3cccc(C#N)c3)n2)cc1 (stereo not drawn) | -8% | 0%
Cc1cc2nc(-c3ccc(OCc4ccccc4Cl)cc3)cc(C(F)(F)F)n2n1 | 11% | 18%
CCOc1cc(/C=C/c2nc3ccccc3s2)ccc1O | -2% | 10%
CC(C)(C)c1ccc(C(=O)N/N=C/c2cccc3ccccc23)cc1 | -8% | 2%
COc1ccc(OC)c(C2Nc3c(C)cc(C)cc3-c3cc(C)nn32)c1 (stereo not drawn) | -13%[57.5 µM] | -13%[57.5 µM]
CC(C)CC(=O)NCC1(N(C)C)CCCCC1 | -13% | 14%
CCOc1ccc(N/C=C/C(=O)c2ccc(C(C)C)cc2)cc1 | -11% | -4%
CCN(CC)C(=O)c1cccc(NC(=O)c2cc(S(=O)(=O)NCc3ccccc3)ccc2C)c1 | 0% | 3%
Cc1noc(C)c1S(=O)(=O)Nc1ccccc1SCc1cc(=O)n2cc(Cl)ccc2n1 | -6% | -4%
COc1ccccc1NC(=O)Cn1nc(C)n2cccc2c1=O | 11% | 7%
COc1cccc(-n2c(-c3ccc(Cl)cc3)cc3c2CC(C)(C)CC3=O)c1 | -5% | -8%
O=C(/C=C/c1cccs1)Oc1cccc2ccccc12 | 7% | 1%
Cc1cccc(C(=O)Nc2c(NC3CCCC3)c3ccccc3oc2=O)c1 | 7% | -1%
COc1ccc(OC)c(NC(=O)CSC2=Nc3ccccc3C3=NC(CCC(=O)NCc4ccco4)C(=O)N23)c1 (stereo not drawn) | 21% | -7%
COc1ccc(S(=O)(=O)N(C)Cc2nc(-c3ccc(OC(F)(F)F)cc3)no2)cc1 | -10% | -16%
N#CC1CCNCC1 | 2% | 6%
CC(C)Oc1ccc(CNS(=O)(=O)c2ccc3c(c2)C(C)(C)C(=O)N3C)cc1 | 7% | -9%
COc1ccc(C(NC(=O)CSc2ccc3c(c2)OCCCO3)c2ccccc2)cc1 (stereo not drawn) | -2% | 15%
O=[N+]([O-])c1ccc(/C=N/N=C(c2ccccc2)c2ccccc2)cc1 | -4% | -10%

The listing continues:
structure | UDG counterscr | AID inh
COc1ccc2c(C)c(CC(=O)Nc3nnc(C(C)(C)C)s3)c(=O)oc2c1OC | -1% | -5%
CCOc1ccc(NC(=O)c2nc(-c3ccccc3)n(-c3ccc(F)cc3)n2)cc1 | -3% | -7%
O=C(O)c1cccn1-c1ccccc1 | -2% | 8%
Cn1cc(S(=O)(=O)N2CCCC(C(=O)Nc3nn(Cc4ccc(F)cc4)cc3Cl)C2)cn1 (stereo not drawn) | -6% | 1%
CCOC(=O)c1cnc2c(C)cccc2c1Nc1cccc([N+](=O)[O-])c1 | 13% | 4%
CCC(=O)N1CCc2cc(Br)cc(S(=O)(=O)CCC(=O)NCCc3ccccc3)c21 | -4% | -5%
NC(=O)c1oc2ccccc2c1NC(=O)C(=O)O | 2% | 1%
CCOc1ccc(OCC)c(NS(=O)(=O)c2c(C)[nH]c(=O)[nH]c2=O)c1 | 3% | -5%
O=C(CC1C=CCC1)Nc1ccc(SC2CCCC2)cc1 (stereo not drawn) | -8% | -12%
CN(C)S(=O)(=O)c1cccc(NC(=O)c2cccc(Oc3ccccc3)c2)c1 | -9% | -22%
CC1=C(C(=O)OC2CCCC2)C(c2ccccc2Cl)CC(=O)N1 (stereo not drawn) | -3% | -8%
CCc1ccccc1N(C)C(=O)C1CCCN(c2ncnc3c2nc2n3CCCCC2)C1 (stereo not drawn) | -4%[57.5 µM] | 20%[57.5 µM]
COc1cccc(N2CCN(C(C(=O)O)c3c[nH]c4cc(NC(=O)CCC(=O)O)ccc34)CC2)c1 (stereo not drawn) | 5% | 13%
Cc1cc2c(cc1S(=O)(=O)CCC(=O)N(C)Cc1ccccc1)OCC(=O)N2 | 11% | 9%
COc1ccc(OCCn2cc(C(C)=O)c3ccccc32)cc1 | -2% | -11%
Cc1cccc(C(=O)Nc2ccc(C(=O)OCc3cc(=O)n4nc(C5CC5)sc4n3)cc2)c1 | -8% | -5%
COc1ccc(C(C)=O)cc1COC(=O)C1(c2ccc(Cl)cc2)CC1 | -9% | -11%
CCOC(=O)c1[nH]c2ccccc2c1NC(=O)c1ccc(Br)cc1 | -13% | 5%
COc1ccc(-c2nc3sc(CCNC(=O)c4cc(Cl)ccc4OC)c(C)n3n2)cc1 | -8% | -9%
CCCCN1C(=O)c2[nH]nc(-c3ccccc3O)c2C1c1ccc(OCc2ccccc2)c(OC)c1 (stereo not drawn) | ? | ?
CCCCCCNc1nc2c(c(=O)[nH]c(=O)n2C)n1CCCc1ccccc1 | -5% | 5%
